Bioassay records as filed in PubChem BioAssay.
DT40 TDP1 no CPT – qHTS for Inhibitors of human tyrosyl-DNA phosphodiesterase 1 (TDP1): qHTS in cells in absence of CPT | DT40 Tdp1-/- hTDP1 cells, no CPT, ATP luminescence, 48 h | Potency, µM (series often up to 46.2 µM), for inactives: at the top dose activity change, negative = growth inhibition, most hits filed as inhibitors | 15% of 420,000 active; note: nearly all actives have a fitted effect of over 55% in size
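DT40 Tdp1-/-;hTDP1 cells, no CPT (DMSO vehicle only), 400 cells/well; compounds pin-transferred; ≥48 hr, 37 °C; CellTiter-Glo 30 min RT dark, luminescence read.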
TDP1 block – blocks human tyrosyl-DNA phosphodiesterase 1; 0.28% of 350,000 active; recombinant TDP1, AlphaScreen DNA substrate cleavage; Potency, µM (titrated, usually from 130 µM), without a hit: at the top dose activity change, negative = inhibition, actives largely listed as inhibitors; note: nearly all actives have a fitted effect of over 40% in size
Target sequence (Q9NUW8 whole entry, looked up): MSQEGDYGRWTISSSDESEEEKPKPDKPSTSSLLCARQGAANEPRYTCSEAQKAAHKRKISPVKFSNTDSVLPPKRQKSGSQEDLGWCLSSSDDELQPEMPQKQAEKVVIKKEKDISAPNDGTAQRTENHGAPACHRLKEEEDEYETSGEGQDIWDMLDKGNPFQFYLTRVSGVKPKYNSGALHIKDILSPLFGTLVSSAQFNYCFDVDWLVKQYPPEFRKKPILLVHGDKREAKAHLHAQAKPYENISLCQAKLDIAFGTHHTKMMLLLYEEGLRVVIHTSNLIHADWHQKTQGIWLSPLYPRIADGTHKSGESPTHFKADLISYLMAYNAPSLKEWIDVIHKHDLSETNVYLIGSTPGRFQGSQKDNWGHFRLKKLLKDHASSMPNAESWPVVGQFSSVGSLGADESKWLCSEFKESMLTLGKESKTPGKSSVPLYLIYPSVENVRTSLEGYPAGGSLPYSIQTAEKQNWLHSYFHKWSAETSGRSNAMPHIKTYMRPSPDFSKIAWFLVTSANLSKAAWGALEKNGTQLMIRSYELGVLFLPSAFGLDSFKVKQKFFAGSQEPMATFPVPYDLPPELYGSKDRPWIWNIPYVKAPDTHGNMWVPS
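Recombinant human Tdp1 (E. coli-expressed, 1 nM final) preincubated with compounds 15 min at room temperature, then 5'-biotin/3'-phosphotyrosine-FITC DNA substrate (15 nM final) added for 5 min. AlphaScreen beads (10 ug/ml final) added 10 min; cleavage lowers signal.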
TDP1 cell CPT – growth inhibition of DT40 Tdp1-/-;hTDP1 cells with camptothecin (screen for TDP1 inhibitors) | chicken DT40 Tdp1-/-;hTDP1 cells + 20 nM CPT, ATP luminescence, 48 h | Potency, µM (series often up to 46.2 µM), for inactives: at the highest dose activity change, negative = growth inhibition, usual class: inhibitors | 12% of 420,000 active; note: nearly all actives have a fitted effect of over 55% in size
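Chicken DT40 Tdp1-/- cells complemented with human TDP1, 400 cells/well, exposed to compounds plus 20 nM camptothecin for at least 48 h at 37 C; viability read as ATP content by CellTiter-Glo luminescence.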
* marks the source's active call; other numbers are inactive results; ? = inconclusive; nt = no result given; & = joins results of further samples; [ ] = dose if it differs, or a comment. Calls come from the whole dose curve; as a rule, active = well fitted curve in the direction sought with a large enough effect; inconclusive = small, poorly fitted or top-dose-only effect, or another doubt; inactive = no such curve, though single readings can be large; an effect the other way counts as inactive or inconclusive. % is set by controls: 0 for no effect and ±100 for the full control effect; potency is the fitted concentration of half-maximal effect.

Each structure is followed by: DT40 TDP1 no CPT | TDP1 block | TDP1 cell CPT
- C=CCN=C1S/C(=C/c2ccc([N+](=O)[O-])cc2)C(=O)N1CC=C
 : -20% | 7% | 9%
- O=C1CC(c2ccc(F)cc2)CC2=C1C(c1ccc([N+](=O)[O-])o1)Nc1ccccc1N2 (configuration not stated)
 : 16µM* | 2% | ?
- CCN(CC)CCC(=O)Nc1ccc2c(c1)N(C(=O)CN(CC)CC)c1ccccc1CC2
 : -18% | 6% | -14%
- COc1ccc(-n2ncc(C(=O)N3CCN(Cc4ccccc4)CC3)c2C2CCN(C(=O)OC(C)(C)C)CC2)cc1
 : 21µM* | 4% | 13µM*
- O=C(NNc1cc(Cl)ccc1Cl)c1c(F)cccc1Cl
 : ? | -5% | 3%
- CCOc1ccc(NC(=O)CSc2oc(-c3cccs3)nc2S(=O)(=O)c2ccc(Cl)cc2)cc1
 : 13µM* | 6% | 18µM*
- Cc1ccc(-c2nc(CS(=O)(=O)CC(=O)NCc3ccc(Cl)cc3)c(C)o2)cc1
 : -22% | -2% | 0%
- Cc1nn(C2CCS(=O)(=O)C2)c(Cl)c1/C=C/C(=O)OCC(=O)Nc1ccccc1OC(F)F (configuration not stated)
 : ? | 7% | ?
- COCc1cc(C)nc(OCC(=O)N/N=C/c2cccc(OC)c2)c1C#N
 : -1% | 4% | -2%
- Cc1noc(C)c1C(=O)OCC(=O)C12CC3CC(CC(C3)C1)C2
 : -1% | 5% | -3%
- Cc1ccc2c(c1)-c1cc(C)nn1C(c1ccc3c(c1)OCO3)N2 (configuration not stated)
 : -21% | 0% | -6%
- c1ccc(-c2sc3ccccc3c2-c2ccc(OCCN3CCCC3)cc2)cc1
 : 15µM* | 9% | 21µM*
- CC(C)Oc1cccc(C(=O)Nc2nnc([C@@H]3C[C@H](O)[C@@H](CO)O3)s2)c1
 : -4% | nt | 7%
- CCOc1ccc(CN(C)C(C)C(=O)Nc2ccc([N+](=O)[O-])cc2Cl)cc1OC (configuration not stated)
 : ? | 5% | 16µM*
- O=C(CCCC(=O)c1ccccc1)Nc1ccc(F)cc1
 : -13% | nt | -9%
- O=C(COC(=O)Cc1cccs1)Nc1ccccc1
 : -3% | -1% | ?
- CCCCCOc1ccc(N2C(=O)CC(N(O)c3ccccc3)C2=O)cc1 (configuration not stated)
 : -16% | 8% | -15%
- CCc1nc(N)c(C#N)c(-c2cccn2C)c1C
 : -8% | nt | -10%
- O=C(/C=C/c1cccc(Br)c1)NC1CCN(Cc2ccccc2)CC1
 : 23µM* | nt | ?
- Cc1cccc(C)c1NC(=O)CN1CCN(C/C=C/c2ccccc2)CC1
 : ? | nt | ?
- O=C(Nc1cccc2nsnc12)c1ccc(-c2cccc(Cl)c2)o1
 : ? | 1% | ?
- COc1cc(C)c(S(=O)(=O)NC2CC(C)(C)NC(C)(C)C2)cc1C
 : -13% | -3% | -3%
- CN1CCN(S(=O)(=O)c2ccc(Cl)cc2)CC1
 : -3%&-3% | nt | 14%&-3%
- COc1ccc(NC(=O)COC(=O)c2n[nH]c3ccccc23)c(OC)c1
 : ? | 2% | -23%
- COCCCn1c(SCC(=O)NC(C)C)nnc1-c1ccccc1
 : 23µM* | nt | ?
- O=C1OC(c2ccccc2)/C(=C(/O)c2ccccc2)C1=O (configuration not stated)
 : -22% | -8% | -2%
- Cc1ncc([N+](=O)[O-])n1CC(=O)Nc1ccc(Cl)cc1
 : -32% | nt | -1%
- C=CCn1c(SCC(=O)NC2CC2)nnc1-c1cccs1
 : 19% | 2% | -19%
- CC(C)CCn1c(SCCc2ccccc2)nc2c1c(=O)[nH]c(=O)n2C
 : ? | 4% | ?
- CCO[C@H]1OC(C(=O)Nc2ccccc2)=C[C@@H](C2CC2)[C@@H]1CCCO
 : ? | 3% | ?
- CCNC(=O)c1cc2c(=O)n3cccc(C)c3nc2n(CCc2ccccc2)c1=N
 : 13µM* | 1% | ?
- Cn1c(CN2CCCCC2)c(C#N)c2ccccc21
 : -19% | 4% | -26%
- CN(CCC1CCCCO1)C(=O)CCc1nnc(CCCCc2ccccc2)o1 (configuration not stated)
 : ? | -4% | ?
- CCOc1ccccc1NC(=O)Cn1nnc2sc(-c3ccccc3)cc2c1=O
 : ? | 0% | -14%
- Cc1nc2ccn(Cc3cccs3)c(=O)c2cc1C(=O)NCc1ccccc1
 : -18% | 6% | -11%
- O=C(Cc1ccc([N+](=O)[O-])cc1)NCc1ccccc1Cl
 : -15% | 0% | -16%
- CCN(CC)CCOC(=O)C(Cc1ccco1)Cc1cccc2ccccc12 (configuration not stated)
 : ? | nt | ?
- CCOc1ccc(CC(=O)Nc2ccc(S(=O)(=O)N3CCCC3)cc2)cc1
 : 15µM* | 7% | ?
- O=C(NCCN1CCN(c2ccccc2)CC1)c1cccn2c(=O)c3ccccc3nc12
 : 18µM* | 0% | ?
- CSC(=S)N/N=C/c1ccc(Br)cc1
 : 17% | 2% | -29%
- COC(=O)C(CCCCNC(=O)c1ccc([N+](=O)[O-])cc1)NC(=O)c1ccc([N+](=O)[O-])cc1 (configuration not stated)
 : ? | -5% | -7%
- COc1ccc(CCNC(=O)c2cccc(-n3cnnn3)c2)cc1
 : -15% | 1% | -5%
- COc1ccc(OC)c(N/C=C/C(=O)c2ccccc2)c1
 : -39% | nt | -2%
- C=CCc1ccccc1OCCNCCCOC
 : -25% | -7% | 2%
- Cc1ccccc1Cc1c(C)nc2c(C(=O)NCc3ccco3)cnn2c1C
 : ? | 6% | 14µM*
- Cc1cc(C(F)(F)F)n2nc(C(=O)O)c(Cl)c2n1
 : -1% | -2% | -24%
- Cc1nc(-c2ccc(S(=O)(=O)N3CCN(c4ccc(F)cc4)CC3)cc2)co1
 : ? | 3% | ?
- CCc1nc2sc(C(=O)O)c(N)c2c2c1CCCC2
 : ? | 4% | -23%
- O=[N+]([O-])c1c(C(Cl)Cl)nn(-c2ccccc2)c1N1CCCC1
 : ? | 11% | 21µM*
- CCOC(=O)CC(=O)c1sc2c(c1N)c(=O)[nH]c(=O)n2-c1ccc(OC)cc1
 : -31% | nt | 7%
- COC(=O)COc1cc(OCC(=O)OC)c2c(C)c(Cl)c(=O)oc2c1
 : 16% | -4% | 10%
- C=CCn1cc(C(=O)NCCOC)c(=O)c2cc(S(=O)(=O)N(CC)CC)ccc21
 : -9% | 2% | -2%
- C/C(=C\CO)CCC(C)CCCC(C)CCCC(C)C (configuration not stated)
 : -10% | 4% | -3%
- CCn1c(SCc2ccc(F)cc2)nc2c(c1=O)SCC2
 : -19% | 8% | -15%
- O=C(COc1ccccc1Cl)NC(=O)NC1CCCCC1
 : -17% | 0% | -16%
- CC(C)(C)C1CCC(=NNC(=O)C(=O)NC2CCCCC2)CC1 (configuration not stated)
 : ? | -1% | -23%
- Cc1oc2c(c1C(=O)NCc1cc(C(=O)O)co1)CCCC2
 : -3% | 3% | 6%
- COC(=O)Nc1cc(C)n(-c2ccccc2)n1
 : -10% | -3% | 8%
- COC(=O)[C@]12CCCCC=C1N(Cc1cccc3ccccc13)C(=O)[C@H](CC(=O)NCCC(C)C)C2
 : 15µM* | nt | 18µM*
- O=C(c1cc2ccccc2oc1=O)N(Cc1ccco1)C1CCS(=O)(=O)C1 (configuration not stated)
 : 3% | -1% | -1%

Additional results follow.
Each structure is followed by: DT40 TDP1 no CPT | TDP1 block | TDP1 cell CPT
- Cn1c(C(=O)O)c(CC(=O)N2CCC(Cc3ccccc3)CC2)c2ccccc21
 : -4% | 8% | 4%
- O=C1CC(c2ccco2)CC(O)=C1C=Nc1cc(Cl)cc(Cl)c1 (configuration not stated)
 : ? | -8% | ?
- Cc1ccccc1N(C(=O)CCC(=O)Nc1ccccn1)C(C(=O)NC(C)C)c1ccc(F)cc1 (configuration not stated)
 : -26% | -11% | 12%
- C=CCc1ccccc1OCc1nc2ccc(C)cc2[nH]1
 : ? | 9% | ?
- COc1cccc(-c2nn(C)c3sc(C(=O)N4CCOCC4)cc23)c1
 : ? | 10% | -26%
- O=C(c1ccc(Cl)s1)N1CCOCC1
 : -10% | -1% | 2%
- CCOC(=O)C1=C[C@@H](C(C)(C)C)N(S(=O)(=O)c2ccc(C)cc2)[C@H]1c1ccccc1
 : ? | nt | ?
- O=C(NCCN1CCCCC1)/C(=N\O)c1ccccc1
 : -7% | -2% | -2%
- O=C(COc1ccccc1)N(Cc1cccnc1)c1nc2c(F)cccc2s1
 : -17% | 0% | -8%
- CCOc1ccc(C(=O)OC(C)CN2CCCCC2)cc1 (configuration not stated)
 : -2% | nt | -6%
- CC(NC(=O)c1ccc(Cn2cc([N+](=O)[O-])cn2)o1)c1ccccc1 (configuration not stated)
 : -8% | -2% | -3%
- Cc1nc(CS(=O)(=O)c2ccccc2)cc(Sc2ccc(Cl)cc2Cl)n1
 : ? | 6% | ?
- COc1ccc(S(=O)(=O)NNC(=O)Nc2ccc(F)cc2)cc1
 : -20% | nt | -1%
- CC1=NN(CCc2ccccn2)C(=O)CC1
 : 0% | nt | 10%
- CN1OC[C@@H]2CN(S(=O)(=O)c3cccc4ccccc34)[C@H](c3ccc(-c4cccnc4)cc3)C[C@@H]21
 : 18µM* | nt | ?
- O=C(c1cccs1)N1CCN(c2ccc([N+](=O)[O-])cc2F)CC1
 : -21% | nt | ?
- CCc1nnc(NC(=O)c2nc(SCc3ccc(F)cc3)ncc2Cl)s1
 : -18% | 5% | -10%
- CCOC(=O)c1ccc(NC(=O)CSc2c(C(C)C)cnc3c2c(=O)n(C)c(=O)n3C)cc1
 : -16% | 0% | -13%
- Cc1cc(C)cc(NC(=O)CSc2nc(=O)n3cc(C)ccc3n2)c1
 : -7% | nt | 2%
- CC(C)(C)NCCOc1ccc2ccccc2c1
 : -17% | 8% | -5%
- CC(C)(C)OC(=O)C[C@@H]1C/C=C\C[C@H](CC(=O)N(CCO)Cc2ccccc2)C(=O)N2CCC[C@H]2COC1=O
 : ? | 0% | ?
- Cc1ccc(S(=O)(=O)n2c([N+](=O)[O-])cnc2C)cc1C
 : -24% | -1% | 2%
- COc1ccccc1CCNc1ncnc2c1nnn2C
 : -28% | -5% | -12%
- COc1ccc(S(=O)(=O)N2C3CCC2CC(NC(=O)C2CC2)C3)cc1 (configuration not stated)
 : -6% | 1% | -1%
- COc1ccc(CCN(C)C(=O)C2CCN(Cc3ccc(C)cc3)CC2)cc1OC
 : -2% | 0% | -13%
- O=C(NC1CCNCC1)C1CCCCC1
 : 0% | nt | 0%
- O=C(NC1CCCN(Cc2ccc(Cl)cc2)C1)c1ccoc1 (configuration not stated)
 : -13% | 4% | -26%
- Cc1nnc2n(-c3ccccc3)c(=O)c3ccccc3n12
 : -14% | nt | -8%
- Cc1cc(S(=O)(=O)NCCN2CCOCC2)c(C)s1
 : -2% | 6% | -10%
- CCCNC(=O)C(=O)NCC(c1ccc2c(c1)OCO2)N1CCN(c2ccc(F)cc2)CC1 (configuration not stated)
 : ? | 7% | ?
- CN(C)/C=C/C(=O)c1ccc(F)cc1F
 : -15% | 4% | -4%
- C=CCn1c(=N)c(C(=O)NCCCOC)cc2c(=O)n3cc(C)ccc3nc21
 : -3% | 4% | 5%
- COc1ccc(CNC(=O)COC(=O)CCS(=O)(=O)c2ccc(C)cc2)cc1OC
 : 2% | -4% | 4%
- O=C(NCc1cccc(OC(F)(F)F)c1)c1ccc2c(c1)S(=O)(=O)c1cc(Cl)ccc1C2=O
 : -1% | 3% | 5%
- N#CCCN(C(=O)COC(=O)CCc1nc2ccccc2c(=O)[nH]1)c1ccccc1F
 : -11% | 2% | -10%
- N#CCCN(Cc1cccnc1)C(=S)NC(=O)c1ccc(S(=O)(=O)N2CCCC2)cc1
 : -6% | 4% | -6%
- O=C(Nc1ccc(S(=O)(=O)NC2=NCCCCC2)cc1)c1ccc(C(F)(F)F)cc1
 : ? | -1% | ?
- Cc1cc(C)c2nc(NC(=O)C3CSC4(C)CCC(=O)N34)sc2c1 (configuration not stated)
 : 3.7µM* | 2% | -45%
- O=C(O)c1ccc(COc2c(F)c(F)c(F)c(F)c2F)o1
 : 14% | nt | 0%
- COc1cccc(C(=O)CC2c3c(c(Br)c4c(c3OC)OCO4)CCN2C)c1 (configuration not stated)
 : 1%[9.04 µM] | -2% | 11%[9.04 µM]
- CN1CC2=Cc3ccccc3OC23Oc2ccccc2C=C3C1
 : ? | 7% | ?

4 neighbouring compounds from above:
Each structure is followed by: DT40 TDP1 no CPT | TDP1 block | TDP1 cell CPT
- CN(C)/C=C/C(=O)c1ccc(F)cc1F
 : -15% | 4% | -4%
- C=CCn1c(=N)c(C(=O)NCCCOC)cc2c(=O)n3cc(C)ccc3nc21
 : -3% | 4% | 5%
- COc1ccc(CNC(=O)COC(=O)CCS(=O)(=O)c2ccc(C)cc2)cc1OC
 : 2% | -4% | 4%
- O=C(NCc1cccc(OC(F)(F)F)c1)c1ccc2c(c1)S(=O)(=O)c1cc(Cl)ccc1C2=O
 : -1% | 3% | 5%
